Mdm2 MdmX PPI – inhibitors of human Mdm2/MdmX interaction. O15151+Q00987. SaOS-2 split-luciferase Mdm2/MdmX complementation, luminescence. inhibition, % at 8 µM. 330,000 compounds, 3% hits. AID 485346;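 active = inhibition of at least 50% at 8 µM in the primary screen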
tim23-1 inh – growth inhibitors of tim23-1 mutant yeast; S. cerevisiae tim23-1 growth, BacTiter-Glo luminescence, 24 h; inhibition, % at 20 µM; 330,000 compounds, 1.3% hits;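 active = growth inhibition of the mutant yeast at or above 50%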;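 also: temperature-sensitive mutant grown at 25 °C; plate controls were DMSO-treated mutant yeast for no effect and medium wells lacking yeast for full effect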
tim10-1 inh – growth inhibitors of tim10-1 mutant yeast | inhibition, % at 20 µM | 330,000 compounds, 2.2% hits | AID 463190 | S. cerevisiae tim10-1 ts strain growth, BacTiter-Glo, 24 h;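 active = inhibition of at least 40%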;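 also: mutant grown at 25 °C; 0% = DMSO wells with yeast and 100% = wells holding no yeast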
NLRP3 yeast inh – NALP3 inhibition in yeast | Yeast reconstituted NLRP3/ASC/caspase-1, beta-gal luminescence, 24 h | 330,000 compounds, 0.39% hits | AID 2825 | inhibition, % at 10 µM;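 active = inhibition of 50% or more; inactive = inhibition below 50%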;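 also: plate controls were induced DMSO wells for no effect and uninduced yeast grown without galactose for full effect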
XBP1 UPR activ – activators of adaptive arm of unfolded protein response (XBP1); CHO-XBP1 luciferase reporter, IRE1-XBP1 UPR activation, luminescence; percent of tunicamycin response, DMSO as zero; activation, % at 20 µM; 330,000 compounds, 0.33% hits; AID 463104;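 active = versus positive control, 20 µM dose yields 30% or more activation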;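 also: 100% = tunicamycin at 10 µg/mL and 0% = DMSO only wells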
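Material: CHO cell line with stable XBP1 luciferase reporter; schedule: 16-18 h cell attachment at 37 °C, then 6 h compound exposure; signal: glow luminescence from Steady-Glo reagent; medium: serum-containing F12 medium, 10% FBS; benchmarks: tunicamycin 10 µg/mL and vehicle-only wells; read-out: percent activation relative to tunicamycin reference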
CHOP UPR activ – apoptotic UPR (CHOP) activation. CHO-CHOP luciferase reporter, luminescence; percent of tunicamycin response over DMSO baseline. activation, % at 10 µM. 330,000 compounds, 0.34% hits. AID 449763;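 active = at 10 µM dose, activation of 40% or more, normalized to positive control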;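 also: 100% = tunicamycin at 10 µg/mL and 0% = DMSO alone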
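assay system = CHO CHOP reporter cells | amount = 500 CHO-CHOP cells per well | buffer or medium = F12 with 10% FBS | incubation = 16-18 h cell attachment, then 6 h compound exposure, 37 °C | detection = luminescence read with Steady-Glo | read-out = percent activation relative to tunicamycin control | controls = tunicamycin high control, DMSO low control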
APJ ag – activates the human apelin receptor APJ; 330,000 compounds, 0.11% hits; CHO-K1 APJ PathHunter beta-arrestin, luminescence; 0% DMSO wells, 100% apelin; activation, % at 20 µM; P35414;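 active = activation more than six SD over the plate average, tested at 20 µM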;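 also: 0% = DMSO alone and 100% = apelin-13 at 10 nM; some results filed as inactive read as strong as hits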
Target sequence (P35414 whole entry, looked up): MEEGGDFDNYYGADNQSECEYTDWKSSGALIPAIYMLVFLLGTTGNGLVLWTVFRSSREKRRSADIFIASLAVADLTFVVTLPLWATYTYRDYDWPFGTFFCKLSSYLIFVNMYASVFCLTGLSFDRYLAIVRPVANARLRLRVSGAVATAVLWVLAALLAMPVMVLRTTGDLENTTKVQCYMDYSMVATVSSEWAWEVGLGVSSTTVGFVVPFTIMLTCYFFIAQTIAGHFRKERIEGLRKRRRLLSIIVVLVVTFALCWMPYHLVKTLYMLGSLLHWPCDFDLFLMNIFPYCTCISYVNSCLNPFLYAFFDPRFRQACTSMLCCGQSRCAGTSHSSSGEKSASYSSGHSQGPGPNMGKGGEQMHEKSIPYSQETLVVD
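assay system = CHO-K1 APJ beta-arrestin complementation cell line | input = cell density 1000 per well | dosing = compound 20 µM once, DMSO 1% | timing = compound 90 min 25 °C, reagent 1 h | measured by = luminescence from split beta-galactosidase complementation, Galacton Star/Emerald II substrate | read-out basis = APJ agonist activity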
GRIN3A LBD mod – NR3A (human) ligand-binding domain modulation; NR3A LBD differential scanning fluorimetry, Tm shift; 0% = protein alone, 100% = glycine-bound protein; Tm shift relative to glycine control, % at 25 µM; 340,000 compounds, 2.5% hits; AID 1259313;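 active = melting temperature shift of at least 10% of the positive control shift, at one fixed dose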
TIM10 inh – growth inhibitors of TIM10 yeast strain; S. cerevisiae TIM10 strain growth, BacTiter-Glo luminescence, 24 h; inhibition, % at 10 µM; 330,000 compounds, 1.4% hits; AID 463195;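 active = inhibition of 40% or more at the single tested concentration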;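 also: wild-type TIM10 isogenic control strain grown at permissive 25 °C; 0% = DMSO yeast wells and 100% = minimal medium wells without yeast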
An asterisk follows results filed as active; & = joins results of further samples; ! = repeats disagree.

Molecule,CHOP UPR activ,APJ ag,tim10-1 inh,XBP1 UPR activ,tim23-1 inh,GRIN3A LBD mod,TIM10 inh,NLRP3 yeast inh,Mdm2 MdmX PPI
COc1cc(NC(=O)c2cc(S(=O)(=O)N3CCc4ccccc43)cn2C)cc(OC)c1OC,-1.0,3,1,-3,7,0,7,5,45
O=C(CN1CCN(c2ccccc2)CC1)Nc1ccc(OCc2ccccc2)cc1,-2.6,-1,29,-1,16,-2,9,21,1
Cc1ccc(C(=O)NCC2CCCO2)o1 (stereo unspecified),-1.9,-5,6,1,3,1,3,5,19
O=C(c1ccc(NS(=O)(=O)c2cccs2)cc1)N1CCCCC1,0.7,-4,6,-1,11,3,-6,6,26
CCn1nc(C)c(NC(=O)c2cc(Br)ccc2Cl)c1C,-0.7,1,2,-4,20,-1,-2,-1,-10
CC(C)(C)C(=O)CSc1ncnc2sc3c(c12)CCC3,1.1,0,-11,1,19,1,-1,11,13
CCC(=O)NC(c1cccs1)c1ccc2cccnc2c1O (stereo unspecified),23,-3,22,5,49,-3,39,20,82*
Cc1ccc(Cl)cc1NC(=O)c1ccccn1,-0.8,-2,1,8,8,1,5,16,-24
Cc1nn2c(N)c(C#N)cnc2c1-c1ccc(Cl)cc1,-0.8,-3,-13,-2,-12,2,-8,14,22
COCCNC(=S)Nc1ccccc1Cc1ccccc1,-0.4,-3,7,2,-2,0,14,7,2
CC(=O)N1CCc2cc(Br)cc(S(=O)(=O)NCc3ccccn3)c21,2.2,-2,14,-1,2,3,8,4,7
O=C(Cn1ncn2cccc2c1=O)N1CCCCC1,-0.4,0,15,-1,17,1,-2,12,-14
CCC(=O)N1CCc2cc(S(=O)(=O)Nc3ccccc3C)ccc21,2.9,-3,-7,-1,-2,0,17,6,-32
O=C(Nc1ccc2c(c1)OCCO2)C1CCCN1C(=O)Nc1ccccc1 (stereo unspecified),1.9,0,-5,-5,-3,-1,-2,23,18
O=C(COC(=O)c1oc2ccccc2c1COc1ccccc1)NCCN1C(=O)CSC1=O,0.3,0,4,-1,8,-8,16,17,-19
O=S(=O)(NCc1ccccc1)c1ccc(S(=O)(=O)N2CCCC2)cc1,0.2,-4,-4,0,4,-2,9,-6,29
COc1cc(/C=N/NC(N)=O)ccc1OC(=O)c1ccco1,-0.3,-3,17,5,16,-1,13,7,7
N#CC1=C(N)Oc2cc3ccccc3cc2C1c1cccnc1 (stereo unspecified),-0.8,1,24,-1,0,-1,23,-4,26
Cn1nc(C(=O)OCC(=O)NC2CCS(=O)(=O)C2)c2ccccc2c1=O (stereo unspecified),-1.4,-2,-1,1,7,0,3,2,6
COc1cc(/C=C/C(=O)Nc2ccc(OC)c(S(=O)(=O)N3CCOCC3)c2)ccc1OC(F)F,1.0,1,6,-2,14,-10,7,-3,33
CCOC(=O)c1[nH]c(C)c(C(=O)NCCC2=CCCCC2)c1C,2.7,-2,6,-6,1,0,2,12,-5
CCOc1ccc(S(=O)(=O)N2CCCC(C(=O)N3CCOCC3)C2)cc1Cl (stereo unspecified),0.9,2,0,-2,18,-2,5,6,15
Cc1cc(NCCCn2ccnc2)n2ncc(-c3ccc(Cl)cc3)c2n1,17,2,41*,8,36,-7,25,21,60*
CCOc1ccc(CNC(=O)Cn2ccc3cc(S(=O)(=O)N4CCCCCC4)ccc32)cc1,0.2,4,5,1,0,-6,3,11,10
COc1ccc(NC(=S)N(CCCN2CCC(C)CC2)Cc2cccs2)cc1Cl,-2.4,-1,19,-1,18,0,1,5,29
O=C(c1ccc(C#Cc2ccccc2)o1)N1CCN(c2ccccn2)CC1,0.2,-2,14,-2,35,-7,33,22,-14
CN(C)CCC(c1ccc(Cl)cc1)c1ccccn1 (stereo unspecified),-1.0&0.4,-5&0,-2&-15,-6&-6,0&-24,16*!,-8&-4,-4&22,8&3
COc1cc2nc(N3CCN(c4cc(C)ccc4C)CC3)nc(N)c2cc1OC,36,20*,45*,109*,5,-12,-12,20,95*
NNC(=O)c1cc2cc3ccccc3nc2s1,3.4,5,-44,4,25,1,-9,17,-2
COC(=O)c1ccc(CSc2nccn2C)cc1,7.8,-6,10,2,0,1,23,5,7

Complete entries, looked up by structure. Order of screens: CHOP UPR activ, APJ ag, tim10-1 inh, XBP1 UPR activ, tim23-1 inh, GRIN3A LBD mod, TIM10 inh, NLRP3 yeast inh, Mdm2 MdmX PPI
Profile of Cc1cc(NCCCn2ccnc2)n2ncc(-c3ccc(Cl)cc3)c2n1 : 17, 2, 41*, 8, 36, -7, 25, 21, 60*
Profile of CCOC(=O)c1[nH]c(C)c(C(=O)NCCC2=CCCCC2)c1C : 2.7, -2, 6, -6, 1, 0, 2, 12, -5

Following part:
Molecule,CHOP UPR activ,APJ ag,tim10-1 inh,XBP1 UPR activ,tim23-1 inh,GRIN3A LBD mod,TIM10 inh,NLRP3 yeast inh,Mdm2 MdmX PPI
O=C(NCc1ccc(Cl)c(Cl)c1)c1ccco1,0.6,-2,-4,-4,-6,-3,5,24,12
S=C1NCCOCCNC(=S)NCCOCCOCCN1,0.0,0,17,1,0,0,4,11,-2
CCCc1cc(N2CCCC(C(=O)Nc3c(OC)cccc3OC)C2)n2ncnc2n1 (stereo unspecified),-0.2,-4,2,-3,9,0,-1,2,-14
Cc1cc([N+](=O)[O-])ccc1NC(=O)CN1CCN(Cc2ccccc2)CC1,-2.0,-2,-5,-5,6,-1,-9,18,22
Cc1cc(-c2n[nH]c(=S)n2-c2ccccc2)nn1C,1.3,-2,-4,2,0,-4,8,9,19
O=C(c1cc(S(=O)(=O)N2CCN(c3ccccc3)CC2)ccc1Cl)N1CCCCCCC1,1.5,1,-2,-2,36,3,4,25,44
c1ccc(Nc2n[nH]nc2-c2ccccc2)cc1,-1.3,-7,29,-2,-10,1,32,21,26
C=CCn1c(SCC(=O)Nc2sc3c(c2C#N)CCC(C)C3)nc2cc(C(=O)O)ccc2c1=O (stereo unspecified),0.3,-7,18,-2,9,-4,3,9,19
[O-][n+]1c2ccccc2c2n1CCN1CCOC21c1ccc(Cl)cc1 (stereo unspecified),3.3,-1,9,0,12,-1,8,22,9
Cc1cc(=O)[nH]c(N2CCOCC2)n1,2.8,-1,-5,-1,-9,0,6,-1,19
CC1Cc2ccccc2N1C(=O)CSc1nnnn1-c1ccc2c(c1)OCCO2 (stereo unspecified),-0.6,-1,33,-2,30,-2,34,19,3
CC1CC(C)CN(S(=O)(=O)N2CCCC(C(=O)NCCc3ccccc3)C2)C1 (stereo unspecified),2.1,-4,20,-4,7,2,-6,9,25
NC(=O)CC(NC(=O)Cc1ccc(Cl)cc1)c1ccc(NC2CCCC2)c([N+](=O)[O-])c1 (stereo unspecified),0.3,-3,7,3,13,-5,2,4,19
CN1C(=O)Cc2cc(S(=O)(=O)N3CCN(c4ccc(Cl)cc4)CC3)ccc21,0.1,-3,-1,-2,-2,-3,-9,15,19
O=C(CSc1nncn1-c1ccccc1F)NC1CCCCC1,-0.4,-2,8,1,11,0,12,4,-12
CCOc1ccc(-c2c(C(=O)N/N=C/c3cccs3)nnn2-c2nonc2N)cc1,-0.4,7,-5,-2,-10,4,-1,12,2
O=C(Nc1ccc(Cl)cc1Cl)C1=Cc2ccccc2OC1,3.5,-4,23,1,3,2,12,22,-191
Cc1ccc(N2NC(C)(c3cccs3)NC2=S)cc1 (stereo unspecified),7.2,4,-1,2,34,-28,11,23,-90
CCS(=O)(=O)c1ccc2c(c1)NC(=O)C(CCCl)O2 (stereo unspecified),-1.2,-1,-22,-3,19,0,6,-2,9
CC(=O)Nc1cccc(NC(=O)CSc2nc3c(c(=O)n(C)c(=O)n3C)n2C)c1,1.7,3,-6,-2,1,1,-11,3,1
Cc1cc(C)nc(NC(=O)/C=C/c2ccccc2Cl)n1,5.2,-5,28,3,22,-2,15,22,-11
O=C(NCC1CCCO1)C1CC(=O)N(c2ccccc2)C1 (stereo unspecified),5.6,-4,-8,-2,-4,-2,10,7,-5
COc1ccc(C(=O)O)cc1S(=O)(=O)NCCN(C)C,0.6,-5,-7,-2,0,1,-3,-10,13
N#CCSc1ccc(-c2nc3ccccc3[nH]2)cn1,4.9,5,-11,1,8,-10,3,0,-75
COc1cccc(/C=N/n2cncn2)c1OCC#N,1.8,0,2,3,2,1,3,3,17
Cc1nc(NC(=O)c2cc3ccccc3o2)ccc1Br,5.0,-5,16,-2,1,0,11,14,-55
C[C@]12CC(O)C3C(CCC4=CC(=O)CC[C@@]43C)C1CCC2c1csc(-c2ccccc2)n1 (stereo partly specified),2.5,0,33,4,4,13*,9,6,19
CC1CC(C)(C)CC(=O)C1C(=O)c1ccccc1 (stereo unspecified),-1.5,-1,6,1,8,0,-2,20,10
COC(=O)c1ccc(OCC(O)CN2C(=O)c3ccccc3S2(=O)=O)cc1 (stereo unspecified),9.2,0,17,-2,9,-5,7,20,-2
COc1ccc(C2CC(c3ccc(Cl)cc3)=NN2C(=O)c2cccc([N+](=O)[O-])c2)cc1 (stereo unspecified),2.2,-3,15,-1,29,-2,13,18,-1
O=C(COc1ccc(F)cc1Br)NCC1COc2ccccc2O1 (stereo unspecified),-1.5,-4,-29,2,25,5,-11,20,20
CC(OC(=O)Cc1n[nH]c(=O)c2ccccc12)C(=O)Nc1ccc(F)cc1Cl (stereo unspecified),3.3,-2,-6,1,4,0,5,4,9
O=[N+]([O-])c1ccc(Nc2nc(NC3CCCCC3)nc(N3CCCC3)n2)cc1,1.7,4,21,0,22,-22,17,-3,34
CC1(C)CC(/C=C/c2ccccc2)=Nc2ccccc2N1,4.2,-4,49*,4,46,-2,67*,23,-2
COc1ccc(C2=NN(c3nc(C(=O)O)cs3)C(O)(C(F)(F)F)C2)c(OC)c1 (stereo unspecified),-0.4,-2,7,-2,2,-2,-12,-15,13
C/C(=N/NC(=O)c1ccoc1C)c1ccc(N2CCOCC2)cc1,1.0,3,12,5,11,-1,7,4,-30
COc1ccc(NC(=O)CN(c2cccc(C(F)(F)F)c2)S(C)(=O)=O)cc1OC,0.4,-3,12,1,-5,3,11,-8,5
O=C(NNC(=O)C1CCCCC1)C(=O)NC1CCCCC1,-0.2,0,-13,-2,-5,1,-16,12,-5
CCOc1ccccc1NC(=O)CSc1nc2nc(-c3cccs3)cc(C(F)(F)F)c2c(=O)[nH]1,1.5,-3,-15,1,-2,2,-1,13,4
O=C(Nc1ccccc1N1CCCCC1)c1ncoc1-c1ccc(F)cc1,0.3,0,17,-1,-14,2,-10,-7,13
O=C(CN1C(=O)NC2(CCCC2)C1=O)OCc1cc(=O)n2cc(Br)ccc2n1,-1.0,0,-10,-1,1,-4,-24,12,7

Screening data from PubChem.

This is a random part of the collection; overall some 8.2% were active at least once.
